TAG inh: triacylglycerol accumulation inhibition. H9c2 cells, Nile Red lipid (TAG) fluorescence; cells loaded with 200 µM oleic acid. inhibition, % at 12.5 µM. 230,000 tested, 0.66% active. AID 651582;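 active = pattern-corrected inhibition of lipid staining of at least 50% with the nuclear-stain viability signal not falling by more than 50%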;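 note: 0% = DMSO wells and 100% = triacsin C control wells; some results filed as inactive read as strong as hits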
TAG inh DAPI viability: also measured in TAG inh; calls as there; DAPI nuclei signal change (viability), lower = more cytotoxic, %;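 whole-well DAPI fluorescence read on a plate reader as a viability signal; minus 50 percent equals half of cells still viable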
Numbers without * were called inactive. A portion of the library, so the mix of outcomes need not match the whole.

SMILES	TAG inh	TAG inh DAPI viability
O=C(NCCc1ccccc1)C(=O)NCC1OCCCN1S(=O)(=O)c1cc(F)ccc1F (configuration not stated)	0	3
CCOC(=O)C1=C(CSc2nc(-c3ccncc3)ccc2C#N)OC(N)=C(C#N)C1c1ccc(OC)cc1 (configuration not stated)	14	-4
O=C(O)CCN=Cc1c(O)c2ccccc2oc1=O	5	1
O=[N+]([O-])c1cccc(COc2ccccc2CN2CCOCC2)c1	2	-3
CCOC(=O)C1=C(C)N(C)C(=O)NC1c1c(OC)ccc2ccccc12 (configuration not stated)	2	-3
CCc1n[nH]c2c1/C(=N\O)CC(C)(C)C2	-5	-2
CCCCCn1c(=O)c(C(=O)OCC)c(Cl)c2ccccc21	-1	5
NS(=O)(=O)c1ccc(CCNc2ccn3nc(-c4ccccc4)cc3n2)cc1	0	31
CCOC(=O)C1CCN(C(=O)c2cc(COc3ccc(F)cc3F)on2)CC1	-10	1
COc1ccc(OC)c(NC(=O)COC(=O)c2c(C)noc2C)c1	9	-3
Cc1cc(C(=O)CN2C(=O)NC(c3ccccc3)(c3ccccc3)C2=O)c(C)n1Cc1ccco1	21	17
Cc1ccc(-c2nc3ncccc3o2)cc1NC(=O)c1cccs1	4	0
COc1ccc(C)cc1S(=O)(=O)N1CCN(S(=O)(=O)c2cc(C)ccc2OC)C(C)C1 (configuration not stated)	-6	-6
Cc1c(C2(O)CCCCC2)[nH]c2cc(C(F)(F)F)ccc12	-47	3
Cc1nc(SCC#N)c2c3c(sc2n1)CCC3	10	-15
O=c1c2ccccc2ncn1Cc1ccccc1	-2	6
O=C(NCCCNc1ccc([N+](=O)[O-])cc1Cl)c1ccccc1F	3	-6
CCNC(=S)SCCOc1ccc(C)cc1	-2	7
CCOC(=O)c1cnc2nc(SCc3ccccc3Cl)[nH]n2c1=O	1	2
CN(CC(=O)NCC(=O)Nc1ccc(F)cc1)CC(=O)Nc1ccc(Cl)c(C(F)(F)F)c1	13	-6
CC(C)(C)CC(=O)Nc1nnc(-c2cccs2)s1	6	-2
CCOC(=O)C1CCN(C(=O)c2n[nH]c(=O)c3ccccc23)CC1	-8	9
Cc1c(N2C(=O)/C(=C/C3CC=CCC3)SC2=S)c(=O)n(-c2ccccc2)n1C (configuration not stated)	-1	-1
CC(C)CCNC(=O)C(c1cccnc1)N(Cc1ccccc1)C(=O)Cn1nnc2ccccc21 (configuration not stated)	14	-8
O=C(Oc1cccnc1)c1ccco1	3	6

Shown as labelled records: 4 of the compounds above
CCOC(=O)C1=C(C)N(C)C(=O)NC1c1c(OC)ccc2ccccc12 (configuration not stated)
  TAG inh: 2
  TAG inh DAPI viability: -3

CCc1n[nH]c2c1/C(=N\O)CC(C)(C)C2
  TAG inh: -5
  TAG inh DAPI viability: -2

CCCCCn1c(=O)c(C(=O)OCC)c(Cl)c2ccccc21
  TAG inh: -1
  TAG inh DAPI viability: 5

NS(=O)(=O)c1ccc(CCNc2ccn3nc(-c4ccccc4)cc3n2)cc1
  TAG inh: 0
  TAG inh DAPI viability: 31

A few values from the results shown.
Entry for CCOC(=O)c1cnc2nc(SCc3ccccc3Cl)[nH]n2c1=O under TAG inh DAPI viability: 2
Entry for CCc1n[nH]c2c1/C(=N\O)CC(C)(C)C2 under TAG inh: -5

Going on with the list.
SMILES	TAG inh	TAG inh DAPI viability
N#CC1=C(N)OC2=C(C(=O)CCC2)C1CCc1ccccc1 (configuration not stated)	-15	16
COc1ccc(N2C(=O)CC(Sc3nc4c(cc3C#N)CCC4)C2=O)cc1 (configuration not stated)	-5	-1
Cc1ccc(N2C(=O)C3C4C=CC(CNC(=S)N5CCN(c6cccc(C)c6)C(C)C5)(O4)C3C2=O)cc1 (configuration not stated)	28	0
COC(=O)c1sccc1NS(=O)(=O)c1ccccc1[N+](=O)[O-]	-1	6
CC(=O)NC(=S)Nc1ccc(NC(=O)c2cccnc2)cc1	0	0
Cc1cccc(-n2c(-c3ccncc3)n[nH]c2=S)c1C	5	-7
Cc1ccc(N(CC(=O)NCc2ccc3c(c2)OCO3)S(=O)(=O)c2c(C)noc2C)cc1	-11	-7
Cc1cccc(C(=O)OCC(=O)Nc2c(C)nn(-c3ccccc3)c2C)c1O	0	0
CCC(=O)NCCc1nc2ccccc2n1Cc1ccccc1	0	1
Cc1cc(NC(=O)C2CCN(S(=O)(=O)Cc3ccccc3)CC2)ccc1-n1cnnn1	24	-5
O=S(=O)(NCCc1csc(-c2cccnc2)n1)c1ccc2c(c1)OCCO2	-20	-5
CC(C)N(C(=O)COC(=O)c1ccccc1C(=O)N1CCN(c2ccc(F)cc2)CC1)C(C)C	-5	-16
CC1CC(CC(=O)NNc2nc(-c3ccccc3)cs2)C(=O)O1 (configuration not stated)	24	-26
c1ccc([C@H]2CC3C[C@@H](c4ccccc4)N2O3)cc1	-9	1
Cc1cc(Cl)ccc1NC(=S)NCc1ccco1	10	1
Cc1ccccc1NC(=S)NCCc1ccccc1	5	0
O=C(NC1CCCCCC1)C(=S)NC1CCCCC1	0	3
O=C(O)c1cc(-c2cccs2)nn1-c1ccccc1	20	-4
CCOC(=O)c1cc(-c2csc(Nc3c(C)cc(C)cc3C)n2)on1	9	-9
C=CCN(CC=C)Cc1ccc(C(=O)OC)o1	-10	7
CCCOc1ccc(C=Nc2ccc(OC)c(S(=O)(=O)N3CCOCC3)c2)c(O)c1	-12	-5
COc1ccccc1OCC(=O)NCCS(=O)(=O)N1CCN(c2ccccc2)CC1	7	-1
COc1ccc(OCCC(=O)N2CCOCC2)cc1	-16	5
O=C(Nc1ccc(-n2cnnn2)cc1)c1cc(S(=O)(=O)N2CCCC2)ccc1Cl	-2	3
NC(=O)NC(=O)COC(=O)c1ccc(OC(F)(F)F)cc1	7	-4

Three entries from above, arranged by molar mass, descending.
SMILES	TAG inh	TAG inh DAPI viability
Cc1cccc(C(=O)OCC(=O)Nc2c(C)nn(-c3ccccc3)c2C)c1O	0	0
CCOC(=O)c1cc(-c2csc(Nc3c(C)cc(C)cc3C)n2)on1	9	-9
c1ccc([C@H]2CC3C[C@@H](c4ccccc4)N2O3)cc1	-9	1

Additional compounds:
SMILES	TAG inh	TAG inh DAPI viability
COc1cccc(/C=N/n2c(-c3cccs3)n[nH]c2=S)c1	3	-15
CN1/C(=C\C(=O)COC(=O)c2ccco2)C(C)(C)c2ccccc21	-19	14
COc1ccccc1C(=O)OCC(=O)N1CCC(Cc2ccccc2)CC1	-2	-2
Cn1c(N)c(C(=O)CCl)c(=O)n(C)c1=O	1	1
N#C/C(=C\c1cn(Cc2cccc(F)c2)c2ccccc12)C(=O)NCc1ccco1	-15	-6
O=C(c1cc(COc2cccc(C(F)(F)F)c2)on1)N1CCc2ccccc2C1	1	2
COc1ccccc1N(Cc1cc(=O)[nH]c2ccccc12)C(=O)c1ccc([N+](=O)[O-])cc1	-5	-5
COc1ccc(CN(C)C(=O)CNC(=O)c2sc3ccccc3c2Cl)c(OC)c1OC	-6	3
CCOC(=O)c1nc(C)n(-c2ccc(Cl)cc2Cl)n1	5	-4
O=C(COc1ccc(F)cc1)Nc1nccs1	-5	-4
COc1ccc(NC(=O)c2ccc([N+](=O)[O-])cc2[N+](=O)[O-])c(OC)c1	-12	1
O=C(Nc1ccccc1N1CCOCC1)c1ccc2c(c1)C(=O)N(Cc1ccncc1)C2=O	-11	-5
COc1ccc(NS(=O)(=O)c2ccc(C)c(C(=O)N(C)Cc3ccc(C)cc3)c2)cc1	-17	4
COc1cc(NC(=O)c2cc(C(C)C)on2)cc(OC)c1OC	5	-5
Cc1nc(N)sc1-c1csc(Nc2ncccn2)n1	0	11
Cc1cc(C(=O)Nc2ccc(C)c(S(=O)(=O)N3CCOCC3)c2)c2ccccc2n1	-1	6
CC1C2CC(C/C2=N/NC(=O)c2cccs2)C1(C)C (configuration not stated)	-13	-2
C=CCSc1nnc(Cc2cc(=O)[nH]c(=O)[nH]2)n1-c1cc(C)ccc1C	24	-10
N/C(=N\OC(=O)Cc1cccc2ccccc12)c1ccccn1	-8	6
CCn1nc(C(=O)OCC(=O)N(CCC#N)c2ccccc2)c2ccccc2c1=O	6	1
O=C1C(Cc2ccccc2)Nc2ncnc(N3CCOCC3)c2N1Cc1ccc(Br)cc1 (configuration not stated)	11	-4
CCN(C(=O)CSc1nncs1)c1c(N)n(Cc2ccccc2)c(=O)[nH]c1=O	16	-1
COCCCNC(=S)Nc1ccc(N2CCCCC2)cc1	0	-2
COc1ccccc1Nc1ncccc1C(=O)O	8	4
COc1ccc2c(CC(=O)OCC(=O)Nc3ccccc3[N+](=O)[O-])coc2c1	11	9
Next records
SMILES	TAG inh	TAG inh DAPI viability
Cn1nnnc1SCC(=O)N1N=C(c2ccc(Cl)cc2)CC1c1ccco1 (configuration not stated)	12	-6
Cc1cc(C)c2c(-n3cccc3)c(C(=O)NNS(=O)(=O)c3ccccc3)sc2n1	2	-5
Cc1cccc(C)c1NC(=O)CN(C)C(=O)c1ccc2c(=O)n3c(nc2c1)CCC3	-11	-1
CCOC(=O)C1C(=O)CC(C)(O)C(C(=O)OCC)C1/C=C/c1ccccc1 (configuration not stated)	0	0
CC(CC(=O)Nc1ccc2c(c1)c(=O)n(C)n2Cc1ccc(F)cc1)c1ccccc1 (configuration not stated)	5	15
COc1ccc2c(c1)C(c1ccccc1)NC(=O)C2 (configuration not stated)	-4	1
O=C(NCCS(=O)(=O)NC1CCCCC1)c1ccccc1	5	2
COc1cccc(OCC(=O)NC2CCCCCC2)c1	6	-7
O=C(O)c1cccc(N(CCO)CCO)c1	-6	-1
CC(=O)Nc1ccc(SCC(=O)Nc2oc(C)c3c(C)n[nH]c(=O)c23)cc1	-13	3
CCN(CC(=O)Nc1c(F)cccc1F)C(=O)CCc1nc2cc(S(=O)(=O)N3CCOCC3)ccc2n1C	-8	3
CC1(C(=O)NCCC(F)(F)F)Cc2c(-c3cccc(C(F)(F)F)c3)ccnc2O1 (configuration not stated)	21	-24
COc1ccc(CCN(C)Cc2nc(Cc3ccc(OC)c(OC)c3)no2)cc1OC	-19	8
Cc1ccc(NN2C(=O)C=C(c3ccc(Cl)cc3)C2=O)cc1	-2	7
COCc1c(C(=O)OCC(=O)N2c3ccccc3NC(=O)C2(C)C)oc2ccccc12	17	-17
CC(=O)CC1(O)C(=O)Nc2ccccc21 (configuration not stated)	3	-4
COc1ccc2c(-c3ccc(S(N)(=O)=O)cc3)c(-c3ccc(S(C)(=O)=O)cc3)sc2c1	23	175

6 entries from above, with values under each structure.
Results follow in this order: TAG inh, TAG inh DAPI viability
> O=C(NCCS(=O)(=O)NC1CCCCC1)c1ccccc1
 : 5, 2
> COc1cccc(OCC(=O)NC2CCCCCC2)c1
 : 6, -7
> O=C(O)c1cccc(N(CCO)CCO)c1
 : -6, -1
> CC(=O)Nc1ccc(SCC(=O)Nc2oc(C)c3c(C)n[nH]c(=O)c23)cc1
 : -13, 3
> CCN(CC(=O)Nc1c(F)cccc1F)C(=O)CCc1nc2cc(S(=O)(=O)N3CCOCC3)ccc2n1C
 : -8, 3
> CC1(C(=O)NCCC(F)(F)F)Cc2c(-c3cccc(C(F)(F)F)c3)ccnc2O1 (configuration not stated)
 : 21, -24
